Compound activity as filed in PubChem.
uPA surface inh = blocks generation of uPA at the cell surface | cell surface uPA generation assay, qHTS | Potency, µM (titrated, usually from 38.3 µM), without a hit: at the top dose activity change, negative = inhibition, actives largely listed as inhibitors | actives 0.31% (n = 330,000) | AID 540303; active = well fitted inhibition curve with a large enough effect; inconclusive = small, poorly fitted or top-dose-only effect; inactive = no such curve, though single readings can be large or run the other way; tested in mouse RAW 264.7 cells; note: potency is the fitted concentration of half-maximal effect; % is set by controls: 0 for no effect and ±100 for the full control effect; nearly all actives have a fitted effect of over 55% in size
Eya2 inh = inhibitors of human Eya2 phosphatase activity; Potency, µM (highest dose often 76.9 µM), for the others: at the highest dose activity, negative = inhibition, actives largely listed as inhibitors; O00167; actives 0.006% (n = 330,000); recombinant Eya2, OMFP fluorescence dephosphorylation (OMFP is methylfluorescein phosphate); AID 488837; note: potency is the fitted concentration of half-maximal effect; % is set by controls: 0 for no effect and ±100 for the full control effect
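Eya2 protein (added as 0.2 uM solution) was preincubated with compound for 10 min at ambient temperature in 50 mM HEPES pH 7.5, 50 mM NaCl, 5 uM MgCl2, 0.05% BSA, 1 mM DTT. OMFP (added at 50 uM) then reacted 10 min; fluorescence read at 485/525 nm.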
ELG1 genotoxic = induces genotoxicity in HEK293T cells with luciferase-tagged ELG1 | Potency, µM (highest dose often 46 µM), for inactives: at the highest dose activity change, positive = activation, most hits filed as activators | actives 1.3% (n = 330,000) | HEK293T ELG1-luciferase reporter, luminescence, 16 h | AID 504466; note: potency is the fitted concentration of half-maximal effect; % of control where 0% means no effect; nearly all actives have a fitted effect of over 60% in size
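HEK293T cells expressing luciferase-tagged ELG1 were exposed to compound or DMSO vehicle for 16 hr at 37 °C and 5% CO2. Luciferase activity was then measured with ONE-Glo after 30 min at room temperature.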
ASM inhibitor = human S-ASM enzyme inhibition; placental ASM, HMU-PC fluorogenic substrate, 60 min; actives 0.006% (n = 340,000); AID 504937; Potency, µM (top dose mostly 57.5 µM), without a hit: top-dose activity change, negative = inhibition, actives largely listed as inhibitors; note: potency is the fitted concentration of half-maximal effect
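HMU-PC0 cleavage (9 uM final) by human placental ASM, 60 min at 37 °C following 10 min compound exposure at RT; stopped at pH 10, fluorescence Ex 386/Em 447 nm.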
B2AR arrestin = recruits beta-arrestin to the human beta2-adrenergic receptor; actives 0.02% (n = 330,000); AID 492947; Potency, µM (series often up to 46.1 µM), without a hit: top-dose activation, usual class: activators; beta-arrestin recruitment to beta2AR, cell-based reporter; P07550;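 note: potency is the fitted concentration of half-maximal effect; 0% = DMSO controls and full agonism = EC100 isoproterenol or metaproterenol; nearly all actives have a fitted effect of over 65% in size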
a7 integrin act = integrin-mediated muscular dystrophy alleviation activation; alpha7betagal myoblasts, beta-gal FDG fluorescence, 48 h; Potency, µM (doses to about 38.3 µM), without a hit: at the highest dose activation, most hits filed as activators; actives 0.064% (n = 350,000);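 note: potency is the fitted concentration of half-maximal effect; 100% = response of the positive control SU9516; nearly all actives have a fitted effect of over 60% in size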
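Alpha7betagal+/- myoblasts (passage 13) were plated 16-24 hr, then exposed to compounds (1:260 dilution of DMSO stock) for 48 hours at 37C. After MPER lysis, β-galactosidase reporter activity was read as FDG fluorescence (ex 480/em 540) after 30 minutes.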
USP2a block = USP2a (human) protease inhibition; O75604; USP2 core, Ub-CHOP2 coupled fluorogenic reporter, 485/531; Potency, µM (highest dose often 38.3 µM), inactives show at the top dose activity change, negative = inhibition, most hits filed as inhibitors; actives 0.01% (n = 330,000);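 note: potency is the fitted concentration of half-maximal effect; plate controls were DMSO wells for no effect and full inhibition by NEM control for full effect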
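Deubiquitinase activity read as fluorescence (485/531 nm) after Ub-CHOP2 cleavage activates the enterokinase reporter on its substrate; USP2 core 10nM, Ub-CHOP2 and substrate 25nM each, 30min compound preincubation then 60min RT; data normalized to NEM, curves fitted.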
BRCA1 expr up = increases BRCA1 expression. MCF7-BRCA1-FFLuc reporter, luminescence, 48 h; response scale: scaled: vehicle 0%, 10 µM genistein 100%. Potency, µM (doses to about 46.1 µM), inactives show at the top dose activation, usual class: activators. actives 1.1% (n = 380,000). AID 624202; note: potency is the fitted concentration of half-maximal effect; nearly all actives have a fitted effect of over 80% in size; some results filed as inactive show a strong effect at the top dose
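MCF7 cells carrying a BRCA1-firefly luciferase reporter (2000 cells/well, phenol-red free MEM) were attached for 2 h at 37 °C, then given compounds for 48 h. Luminescence was read 15 min after luciferase reagent; activity normalized to genistein (10 microM) and DMSO.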
TRPV1 ag = agonists of human vanilloid receptor 1 (TRPV1) | Q8NER1 | TRPV1-expressing cells, Fluo-8 calcium influx, agonist mode | activation, % at 8.33 µM | actives 0.19% (n = 320,000) | AID 540275; in the data active = activation above about 80%; inconclusive = between about 30% and that limit; note: 0% is about no effect
Target sequence (Q8NER1 whole entry, looked up): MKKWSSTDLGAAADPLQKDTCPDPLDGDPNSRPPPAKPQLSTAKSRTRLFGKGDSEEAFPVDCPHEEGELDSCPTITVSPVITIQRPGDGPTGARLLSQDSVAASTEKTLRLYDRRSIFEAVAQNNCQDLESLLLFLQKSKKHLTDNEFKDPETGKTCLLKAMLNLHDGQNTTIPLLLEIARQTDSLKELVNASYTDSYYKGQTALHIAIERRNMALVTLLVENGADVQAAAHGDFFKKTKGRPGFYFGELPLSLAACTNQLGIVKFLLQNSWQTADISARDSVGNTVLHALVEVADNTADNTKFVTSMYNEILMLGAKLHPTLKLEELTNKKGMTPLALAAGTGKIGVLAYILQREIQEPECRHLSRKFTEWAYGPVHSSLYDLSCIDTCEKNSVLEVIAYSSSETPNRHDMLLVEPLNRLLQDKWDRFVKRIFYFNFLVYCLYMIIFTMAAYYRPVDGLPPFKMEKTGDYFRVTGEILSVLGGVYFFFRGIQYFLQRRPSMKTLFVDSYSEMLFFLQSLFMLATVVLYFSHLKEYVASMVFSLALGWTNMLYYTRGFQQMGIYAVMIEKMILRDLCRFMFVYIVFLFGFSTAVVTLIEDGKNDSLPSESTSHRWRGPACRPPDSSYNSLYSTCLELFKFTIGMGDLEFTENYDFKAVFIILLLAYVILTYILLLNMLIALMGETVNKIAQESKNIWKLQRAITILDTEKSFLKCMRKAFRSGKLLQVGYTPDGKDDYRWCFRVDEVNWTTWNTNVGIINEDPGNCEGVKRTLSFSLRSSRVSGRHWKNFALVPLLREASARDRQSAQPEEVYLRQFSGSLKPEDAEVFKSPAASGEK
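TRPV1-expressing cells were cultured overnight at 35.5C and loaded with Fluo-8 calcium dye for 40 to 90 min at room temperature. After a 10 s baseline, compound was added and calcium influx was read kinetically for 3 min (ex 480/em 520 nm).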
p53 reactivation = restores transcriptional activity of mutant p53. AID 504706. Potency, µM (doses to about 92.2 µM), for the others: top-dose activity change, positive = activation, most hits filed as activators. H1299 p53-A138V BP100-luciferase reporter, luminescence, 24 h. actives 0.063% (n = 320,000); note: potency is the fitted concentration of half-maximal effect; % of control where 0% means no effect; nearly all actives have a fitted effect of over 45% in size
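p53-null H1299 cells stably carrying temperature-sensitive p53-A138V and a BP100-luciferase reporter were pinned with compounds (4-point, 1:5 series) and held 24 hrs at 37 deg C. Luminescence was read 10 min after detection reagent.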
TSG101-PTAP inh = blocks PTAP/TSG101 interaction to inhibit HIV-1 budding. Q99816. Fluorescence polarization, FITC-PTAP peptide / Tsg101 binding. Potency, µM (doses to about 115 µM), without a hit: top-dose activity change, negative = inhibition, usual class: inhibitors. 340,000 tested, under 10 active; active = well fitted inhibition curve with a large enough effect in the main read-out, with a control signal flat, not every such curve was filed as active; inconclusive = small, poorly fitted or top-dose-only effect, or effect the other way, or a change in a side signal; inactive = no such curve, though single readings can be large or run the other way; note: potency is the fitted concentration of half-maximal effect; % of control where 0% means no effect
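Fluorescence polarization binding of Tsg101 binding domain (10 uM final) to FITC-labeled PTAP peptide (50 nM final) in HEPES pH 7.5 buffer with NaCl, Tween 20, EDTA, TCEP. Compounds added before peptide; binding 20 min at RT.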
Numbers without * were called inactive; i = inactive; ? = inconclusive; . = not tested or not shown; [ ] = remark or other dose. Unless noted, calls come from the whole dose curve; as a rule, active = well fitted curve in the direction sought with a large enough effect; inconclusive = small, poorly fitted or top-dose-only effect, or another doubt; inactive = no such curve, though single readings can be large; an effect the other way counts as inactive or inconclusive.

SMILES | uPA surface inh | Eya2 inh | ELG1 genotoxic | ASM inhibitor | B2AR arrestin | a7 integrin act | USP2a block | BRCA1 expr up | TRPV1 ag | p53 reactivation | TSG101-PTAP inh
CCOc1cc(/C=C2/C(=O)N(c3ccccc3)N=C2C)ccc1OC(=O)c1cccs1 | . | -16% | -1% | -4% | 0.1% | 3% | 5% | -1% | 4 | -2% | -5%
CCOC(=O)C(=O)N1CCC(Cc2ccccc2)CC1 | 3% | 0% | -1% | 1% | 0.0% | 25% | -5% | 17% | ? | 0% | 1%
CC(=O)c1ccc(N2CCN(C(=O)c3ccc(S(=O)(=O)NCc4ccco4)cc3)CC2)cc1 | -3% | -24% | -2% | -3% | 0.0% | -55%[inhibitor] | 0% | 3% | . | -7% | -5%
CCOC(=O)C1CCN(C(=O)Cc2cccs2)CC1 | -2% | 20% | 1% | 2% | -0.1% | -15% | -1% | -12% | 2 | -3% | -13%
COc1ccc(OC)c(-c2csc(NC(=O)Cc3cccs3)n2)c1 | 9% | 5% | 0% | -18% | -0.5% | 6% | 2% | -58% | -1 | 3% | 0%
CSc1nc2c(c(=O)[nH]1)C(c1ccc(Cl)cc1)CC(=O)N2 (configuration not stated) | -7% | -1% | 4% | 3% | 0.0% | 20% | 3% | 0% | 0 | 0% | 2%
CC(=O)N1CCN(c2ccc(NC(=O)c3ccc(F)cc3)cc2)CC1 | -4% | -4% | 8% | 4% | -0.3% | -11% | 1% | 29% | 5 | 5% | -1%
COc1ccc(C(=O)Cn2c(NCCO)nc3ccccc32)cc1 | 3% | 2% | 1% | 3% | 0.1% | -14% | 4% | -15% | -5 | -6% | -10%
CCCCNC(=O)/C=C/c1cccs1 | 0% | 4% | 14% | 5% | -1.4% | 18% | 7% | 64% | 8 | 18% | -1%
S=C(NCc1ccc(Cl)cc1)Nc1ccccc1Cl | 6% | 2% | 0% | 2% | -1.4% | -23% | 5% | 13% | 21 | -4% | 0%
Cc1ccc(C(=O)Nc2cnc3sc(C)nn3c2=O)cc1 | -6% | 5% | ? | -2% | 0.0% | 12% | 1% | -35% | -3 | ? | -3%
O=C(N/N=C/c1ccc(Cl)s1)C(O)c1ccccc1 (configuration not stated) | 13% | 11% | 0% | -1% | 5.1% | -5% | 2% | 27% | 0 | -21% | -6%
Cc1cccc(Cl)c1NC(=O)N1CCN(c2ccnc3cc(Cl)ccc23)CC1 | 12% | -4% | -15% | 3% | 0.3% | 0% | 0% | -21% | 2 | -1% | 0%
COc1cccc(NC(=O)N2CCN(c3ccc(C(F)(F)F)cn3)CC2)c1 | 1% | -2% | -5% | 0% | -0.2% | 17% | 0% | -9% | ? | -4% | 0%
Cc1ccc(C(C(=O)NC2CCCCC2)N(CCCN2CCOCC2)C(=O)c2snc(C(N)=O)c2N)cc1 (configuration not stated) | 4% | -6% | -1% | 229%[activator] | -0.6% | -20% | 3% | -17% | -2 | -2% | 2%
Cc1nc2ccccc2nc1OCC(=O)Nc1ccccc1 | 5% | -4% | 2% | -1% | 0.1% | -7% | 2% | 3% | 3 | 6% | 2%
CC(C)(C)C1=CC(=Nc2ccccc2N)C=C(C(C)(C)C)C1=O | 4% | 2% | 1% | -22% | -2.3% | -13% | 0% | -64% | -2 | 0% | -1%
Cc1c(C)n(CCc2ccccc2)c2ncnc(NCCCO)c12 | -12% | 10% | ? | -2% | -0.8% | 14% | 5% | ? | 3 | ? | -6%
CCOC(=O)C(C)n1nc(/C=C/c2ccc(OC)cc2)ccc1=O (configuration not stated) | -4% | -9% | 3% | 62%[activator] | -1.0% | -13% | -3% | 0% | 20 | -1% | 0%
CCOC(=O)C1CC2=C(CCCC2=O)NC1=O (configuration not stated) | 9% | . | . | 0% | . | -18% | . | 3% | . | . | -3%
CC(C)N(C(=O)COC(=O)[C@H](C)NC(=O)c1ccco1)c1ccccc1 | 6% | -6% | -1% | -2% | 0.1% | 3% | 0% | -1% | -3 | -1% | -3%
O=C(/C=C/c1ccco1)N1CCN(c2ccccc2)CC1 | -3% | 2% | 8% | -3% | 0.3% | 6% | 2% | 81% | 28 | 24% | -7%
CCOC(=O)N1CCN(CC(O)c2ccc3c(c2)CCN3)CC1 (configuration not stated) | . | 11% | -1% | 2% | -0.7% | 11% | 2% | -20% | 2 | 6% | 1%
Clc1ccc(NNc2ccnc3cc(Cl)ccc23)cc1 | -1% | 5% | -2% | -7% | -0.2% | -23% | 1% | -57% | 8 | -1% | 0%
Cc1csc(NC(=O)c2ccc3c(=O)n4c(nc3c2)CCCCC4)n1 | -22% | -9% | 16% | -7% | -0.2% | -5% | 2% | 94% | 9 | ? | -3%
O=C(Nc1ccccc1N1CCCC1)c1ccc([N+](=O)[O-])o1 | ? | 0% | -8% | -1% | 0.4% | -55%[inhibitor] | -1% | -98% | -5 | -34%[inhibitor] | -3%
OCCNCC12CC3CC(CC(C3)C1)C2 | -5% | -7% | -3% | 1% | -0.1% | ? | -6% | -3% | 1 | -2% | -1%
O=C(NNc1cccc(Cl)n1)Nc1ccccc1Cl | 2% | -8% | 1% | -2% | 0.1% | 7% | 0% | 0% | -4 | 0% | -2%
CC(=O)Nc1cccc(Oc2ccc(-c3noc(C)n3)cc2)c1 | -2% | -1% | 9.2µM* | -5% | -0.2% | -15% | 5% | ? | 2 | ? | 4%
O=C(NCc1ccco1)C1CCN(S(=O)(=O)c2cccc3cccnc23)CC1 | -1% | 4% | 1% | -5% | 0.2% | 15% | 0% | -2% | . | -4% | -4%
O=c1c2c(O)cc(O)cc2oc2c(O)ccc(O[C@H]3O[C@@H](CO)[C@H](O)[C@@H](O)[C@@H]3O)c12 | 4% | 7% | 1% | -2% | -0.1% | -6% | 2% | -25% | . | 0% | 0%
CCn1cc(/C=C(\NC(=O)c2cc(OC)c(OC)c(OC)c2)C(=O)NCCN2CCOCC2)c2ccccc21 | 6% | -3% | -1% | -1% | -0.9% | ? | 0% | -3% | -2 | 0% | -3%
CCC(CC)c1nnc(NC(=O)CS(=O)(=O)c2ccc(C)cc2)s1 | -3% | 2% | 0% | 0% | -0.3% | 36% | -1% | 3% | 1 | 3% | -2%
Cc1cccn2c(=O)c3cc(C(=O)NCCCN4CCCC4=O)n(C)c3nc12 | -7% | 12% | 10% | i | -0.2% | 18% | 0% | ? | 6 | 8% | -14%
CCCCCn1c(=O)c2ccccc2n2c(=S)[nH]nc12 | -13% | -4% | -7% | -1% | -0.5% | -4% | 3% | -34% | -6 | -9% | -1%
Nc1c(NCCN2CCOCC2)c2ccccc2oc1=O | -1% | -27% | 1% | 2% | 0.0% | -41% | -3% | -20% | 2 | 1% | -1%
Cc1sc(NC(=O)CCCC(=O)O)c(C#N)c1C | -5% | -9% | 11% | -1% | -0.2% | 0% | 3% | 11% | -2 | 9% | -6%
COc1cc(/C=N/NC(=O)CCNC(=O)c2ccccc2Cl)ccc1O | -19% | 12% | -3% | 85%[activator] | -0.1% | -6% | 1% | -8% | -2 | -2% | -4%
O=c1[nH]cnc(O)c1C1C=CC=CC=C1 | -4% | . | . | 2% | . | -8% | . | -2% | . | . | 1%
C=C(C)c1cccc(C(C)(C)NC(=O)Nc2ccc(OC)cc2)c1 | -31% | 4% | 7% | -6% | -0.4% | -13% | -1% | -13% | 23 | 0% | -4%
CCOC(=O)c1cnc(SCC(=O)NNC(=O)c2ccco2)nc1N | 5% | 1% | 2% | -1%[11.5 µM] | 0.2% | -20% | 0% | -33% | 1 | 3% | -5%
Cc1cc(C(=O)NNC(=O)c2cccc(S(=O)(=O)N3CCOCC3)c2)c2ccccc2n1 | 2% | -4% | 4% | 0% | 0.0% | 20% | 4% | -12% | 8 | -7% | -2%
COc1ccc2[nH]c(-c3cccc(F)c3)cc(=O)c2c1 | 0.35µM* | 1% | 13µM* | 9% | -0.5% | -8% | 1% | -4% | 1 | ? | 1%
Cc1c2ccccc2cc[n+]1CCCS(=O)(=O)[O-] | 1% | -9% | 1% | 1% | 0.0% | 17% | 1% | -10% | 2 | 6% | -4%
Cc1nc(NC(=O)c2ccc(Cl)cc2)sc1-c1csc(Nc2cccc(F)c2)n1 | . | 10% | -3% | . | -0.4% | . | -1% | . | -1 | 11% | .
